TcdB inh: TcdB glycohydrolase inhibition. AID 652162. inhibition, % at 9.99 µM. P18177. actives 0.24% (n = 350,000). TcdB glycohydrolase enzymatic assay, plate reader; in the data active = inhibition above about 10%
Target sequence (P18177 whole entry, looked up): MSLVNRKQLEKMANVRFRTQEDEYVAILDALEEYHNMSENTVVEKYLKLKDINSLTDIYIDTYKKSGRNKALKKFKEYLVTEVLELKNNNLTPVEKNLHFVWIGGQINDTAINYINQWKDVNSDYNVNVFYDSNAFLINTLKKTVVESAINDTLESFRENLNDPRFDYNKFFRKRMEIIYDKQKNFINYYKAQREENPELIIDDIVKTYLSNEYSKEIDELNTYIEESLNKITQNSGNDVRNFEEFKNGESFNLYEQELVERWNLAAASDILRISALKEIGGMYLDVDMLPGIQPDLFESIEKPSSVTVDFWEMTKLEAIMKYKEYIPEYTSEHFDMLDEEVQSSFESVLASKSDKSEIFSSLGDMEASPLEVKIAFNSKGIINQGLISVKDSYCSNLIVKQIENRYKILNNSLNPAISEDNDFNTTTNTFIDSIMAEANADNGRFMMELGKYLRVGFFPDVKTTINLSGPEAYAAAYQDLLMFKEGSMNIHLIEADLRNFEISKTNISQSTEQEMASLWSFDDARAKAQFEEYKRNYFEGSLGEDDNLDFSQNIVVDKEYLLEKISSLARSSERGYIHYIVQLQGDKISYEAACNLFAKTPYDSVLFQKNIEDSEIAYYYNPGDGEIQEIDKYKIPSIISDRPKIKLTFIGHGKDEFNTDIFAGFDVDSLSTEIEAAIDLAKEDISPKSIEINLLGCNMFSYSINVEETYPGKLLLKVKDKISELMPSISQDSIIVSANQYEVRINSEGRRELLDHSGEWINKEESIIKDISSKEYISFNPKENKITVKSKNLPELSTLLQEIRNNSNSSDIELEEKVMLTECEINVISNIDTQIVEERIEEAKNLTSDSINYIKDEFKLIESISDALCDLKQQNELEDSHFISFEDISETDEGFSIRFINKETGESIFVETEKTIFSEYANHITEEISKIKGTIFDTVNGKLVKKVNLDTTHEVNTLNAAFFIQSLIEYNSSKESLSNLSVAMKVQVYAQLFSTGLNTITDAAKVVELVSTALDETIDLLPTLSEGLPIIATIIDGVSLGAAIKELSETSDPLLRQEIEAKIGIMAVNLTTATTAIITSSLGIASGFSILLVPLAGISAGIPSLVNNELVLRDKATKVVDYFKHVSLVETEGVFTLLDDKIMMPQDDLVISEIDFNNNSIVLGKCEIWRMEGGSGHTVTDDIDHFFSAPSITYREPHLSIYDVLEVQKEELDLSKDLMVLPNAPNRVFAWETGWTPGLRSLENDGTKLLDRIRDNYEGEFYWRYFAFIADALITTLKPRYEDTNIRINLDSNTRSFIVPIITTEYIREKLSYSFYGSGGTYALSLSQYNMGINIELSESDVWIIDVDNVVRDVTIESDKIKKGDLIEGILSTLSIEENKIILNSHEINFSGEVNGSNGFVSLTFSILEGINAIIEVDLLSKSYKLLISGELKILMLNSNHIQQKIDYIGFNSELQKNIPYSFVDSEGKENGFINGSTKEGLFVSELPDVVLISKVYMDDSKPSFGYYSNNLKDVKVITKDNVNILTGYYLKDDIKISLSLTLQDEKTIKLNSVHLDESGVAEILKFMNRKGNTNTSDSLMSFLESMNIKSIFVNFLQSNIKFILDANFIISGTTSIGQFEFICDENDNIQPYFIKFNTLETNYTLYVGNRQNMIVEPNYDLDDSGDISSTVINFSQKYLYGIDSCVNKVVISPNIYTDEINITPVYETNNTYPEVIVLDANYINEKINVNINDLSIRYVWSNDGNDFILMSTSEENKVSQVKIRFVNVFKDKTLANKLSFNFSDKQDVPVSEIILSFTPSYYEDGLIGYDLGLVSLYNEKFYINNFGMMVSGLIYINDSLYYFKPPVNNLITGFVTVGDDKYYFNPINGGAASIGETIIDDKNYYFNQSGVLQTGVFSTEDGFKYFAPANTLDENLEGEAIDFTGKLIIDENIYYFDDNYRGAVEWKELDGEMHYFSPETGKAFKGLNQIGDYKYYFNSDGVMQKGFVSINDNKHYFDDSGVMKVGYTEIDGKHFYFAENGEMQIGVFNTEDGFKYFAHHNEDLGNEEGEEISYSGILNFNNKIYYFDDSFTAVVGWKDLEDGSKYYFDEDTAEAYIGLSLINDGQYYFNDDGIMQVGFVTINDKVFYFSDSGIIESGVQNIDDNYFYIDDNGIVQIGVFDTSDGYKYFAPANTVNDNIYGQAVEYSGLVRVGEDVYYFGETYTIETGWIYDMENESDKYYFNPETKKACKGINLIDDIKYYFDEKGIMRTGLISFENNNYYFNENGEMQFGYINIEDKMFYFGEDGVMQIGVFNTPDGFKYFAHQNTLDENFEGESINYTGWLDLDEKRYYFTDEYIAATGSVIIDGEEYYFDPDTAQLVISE
Mtb BioA inh: inhibitors of Mycobacterium tuberculosis BioA enzyme | purified M. tuberculosis BioA enzyme, plate reader | inhibition, % at 9.99 µM | actives 0.096% (n = 360,000) | AID 602481; in the data active = inhibition above about 40%
* hit, by the source's call; & = joins results of further samples.

SMILES | TcdB inh | Mtb BioA inh
C[C@H](NC(=O)C[C@@H]1C[C@@H]2c3cc(NC(=O)Cc4ccncc4)ccc3O[C@@H]2[C@H](CO)O1)c1ccccc1 | -0.4 | -1.7
Cc1ccc(S(=O)(=O)N(C)C[C@@H]2Oc3ccc(NS(=O)(=O)c4ccccc4)cc3C(=O)N([C@H](C)CO)C[C@@H]2C)cc1 | -4.4 | -8.8
CC(=O)N(C)C[C@H]1Oc2cc(C#CC3CCCCC3)ccc2S(=O)(=O)N([C@@H](C)CO)C[C@H]1C | 0.5 | 1.0
C[C@@H]1CN([C@@H](C)CO)C(=O)CCCn2cc(nn2)CO[C@H]1CN(C)C(=O)Cc1ccccc1 | 0.9&1.8 | 1.2
CO[C@H]1CN(C)C(=O)c2cc(NC(=O)c3ccc(Oc4ccccc4)cc3)ccc2OC[C@@H](C)NC[C@H]1C | 1.4 | -0.3
C[C@@H]1CN([C@H](C)CO)C(=O)c2cc(NS(C)(=O)=O)ccc2O[C@@H]1CN(C)C(=O)Nc1cccc2ccccc12 | 0.1 | -1.5
C[C@H](CO)N1C[C@H](C)[C@H](CN(C)CC2CC2)Oc2c(NS(=O)(=O)c3cccs3)cccc2C1=O | -0.2 | -1.2
CO[C@@H]1CN(C)C(=O)c2ccc(NC(=O)NC(C)C)cc2OC[C@@H](C)N(CCC(F)(F)F)C[C@@H]1C | 0.9 | 0.9
Cc1noc(C)c1S(=O)(=O)Nc1ccc2c(c1)CC(=O)N([C@@H](C)CO)C[C@@H](C)[C@H](CN(C)S(=O)(=O)c1ccc(Cl)cc1)O2 | -0.4 | 1.3
C[C@@H](NC(=O)C[C@H]1CC[C@@H]2[C@H](COC[C@H](O)CN2Cc2cc(F)ccc2F)O1)c1ccccc1 | 0.2 | -0.5
COC(=O)C[C@H]1C=C[C@H](NC(=O)Nc2ccc(C(F)(F)F)cc2)[C@@H](CO)O1 | 0.0 | -1.5
C[C@H]1CN([C@@H](C)CO)C(=O)c2cc(-c3ccccc3)cnc2O[C@@H]1CN(C)C(=O)Nc1ccccc1 | 1.2 | -1.1
C[C@H](CO)N1C[C@H](C)[C@H](CN(C)CC2CC2)Oc2cc(C#Cc3ccc(F)cc3)ccc2S1(=O)=O | -0.3 | 1.0
Cc1ccccc1-c1ccc2c(c1)O[C@H](CN(C)C(=O)c1ccccn1)[C@@H](C)CN([C@H](C)CO)S2(=O)=O | 0.4 | -0.4
Cc1noc(C)c1S(=O)(=O)Nc1ccc2c(c1)C(=O)N([C@H](C)CO)C[C@@H](C)[C@@H](CN(C)C(=O)NC(C)C)OCCCC[C@@H](C)O2 | -0.1 | -0.3
CN(C)C(=O)C[C@@H]1CC[C@@H](NC(=O)C2CCC2)[C@@H](CO)O1 | -1.7&0.7 | -1.3
CCC(=O)N1C[C@@H]2[C@H](c3ccccc31)[C@@H](CO)N2C(=O)Nc1ccccc1F | -0.7 | -1.5
C[C@@H]1CN([C@@H](C)CO)C(=O)c2cc(NS(=O)(=O)c3ccccc3)ccc2O[C@@H]1CN(C)Cc1ccc(C(=O)O)cc1 | -2.3 | 1.0
C/C=C/c1cnc2c(c1)C(=O)N([C@@H](C)CO)C[C@H](C)[C@H](CN(C)S(=O)(=O)c1ccc(C)cc1)O2 | 0.4 | 0.3
CO[C@H]1CN(C)C(=O)c2cc(NS(=O)(=O)c3ccc(C)cc3)ccc2OC[C@@H](C)N(C(=O)NC(C)C)C[C@H]1C | 1.6 | -0.4
CC(=O)Nc1ccc2c(c1)C(=O)N(C)[C@H]1CC[C@H](CC(=O)NCCCN3CCOCC3)O[C@H]1CO2 | -1.0 | -0.9
C/C=C/c1ccc2c(c1)O[C@@H](CN(C)Cc1ccccc1F)[C@H](C)CN([C@H](C)CO)S2(=O)=O | 0.5 | -0.1
CC(C)CC#Cc1ccc2c(c1)O[C@@H](CN(C)C(=O)c1ccccc1F)[C@@H](C)CN([C@@H](C)CO)S2(=O)=O | -0.1 | -3.3
CO[C@H]1CN(C)C(=O)c2cc(NC(=O)Nc3c(C)noc3C)ccc2OC[C@H](C)N(CC2CC2)C[C@@H]1C | 0.1 | 1.6
Cc1noc(C)c1NC(=O)Nc1ccc2c(c1)C(=O)N([C@@H](C)CO)C[C@H](C)[C@H](CN(C)Cc1ccncc1)OCCCC[C@H](C)O2 | -0.6 | -0.2

Other records.
SMILES | TcdB inh | Mtb BioA inh
CCCN(C)C[C@H]1Oc2cc(C#CC3CC3)ccc2S(=O)(=O)N([C@@H](C)CO)C[C@H]1C | -13.8 | -1.8
C[C@H](CO)N1C[C@H](C)[C@H](CN(C)C(=O)NC2CCCCC2)Oc2c(NC(=O)Nc3cccc4ccccc34)cccc2C1=O | -2.2 | 0.4
COc1ccccc1S(=O)(=O)N(C)C[C@@H]1OCc2ccccc2-c2c(n(C)c3ccccc23)C(=O)N([C@H](C)CO)C[C@H]1C | 0.2 | -0.3
COc1ccccc1C(=O)Nc1ccc2c(c1)OC[C@@H](C)NC[C@H](C)[C@H](OC)CN(C)C2=O | 0.0 | -2.2
C[C@@H]1CCCCO[C@@H](CN(C)C(=O)C2CCCCC2)[C@H](C)CN([C@@H](C)CO)C(=O)c2cc(NC(=O)Nc3ccc4c(c3)OCO4)ccc2O1 | -0.3 | -2.4
Cc1noc(C)c1NC(=O)N(C)C[C@@H]1Oc2c(NC(=O)NC3CCCCC3)cccc2C(=O)N([C@@H](C)CO)C[C@@H]1C | -7.4 | -3.9
C[C@H](CO)N1C[C@H](C)[C@H](CN(C)Cc2ccc(C(F)(F)F)cc2)Oc2ccc(NS(=O)(=O)c3cn(C)cn3)cc2C1=O | -0.3 | -0.6
O=C(N[C@H]1CC[C@@H](CCn2cc(-c3ccccc3)nn2)O[C@H]1CO)c1ccccc1F | 0.9 | -0.2
O=C(CC(F)(F)F)N1C[C@@H]2[C@H](c3ccccc31)[C@H](CO)N2C(=O)C1CCCC1 | 0.2 | 0.6
O=C([C@H]1[C@H](CO)[C@H]2Cn3c(ccc(-c4cccnc4)c3=O)[C@H]2N1CC1CC1)N1CCCCC1 | -8.0 | 1.0
COC(=O)C[C@@H]1C[C@H]2c3cc(NC(=O)c4ccc5c(c4)OCO5)ccc3O[C@H]2[C@H](CO)O1 | 0.3 | 3.3
CO[C@H]1O[C@H](CO)[C@@H](OC(=O)Nc2cccc(F)c2)[C@H](OC(=O)Nc2ccc3c(c2)OCO3)[C@H]1OC(=O)Nc1ccc2c(c1)OCO2 | -1.3 | -0.1
COCC(=O)N1[C@@H](CO)[C@@H]2c3ccccc3N(C(=O)NC(C)C)C[C@@H]21 | 0.6 | -2.7
C[C@H]1CCCCO[C@@H](CN(C)Cc2ccc3c(c2)OCO3)[C@@H](C)CN([C@@H](C)CO)C(=O)c2cc(NC(=O)Nc3ccc4c(c3)OCO4)ccc2O1 | -1.1 | -1.8
O=C(C[C@H]1C=C[C@H](NC(=O)C2CC2)[C@H](CO)O1)NCc1ccncc1 | 0.0 | 1.0
CNC[C@@H]1OCCCC[C@@H](C)Oc2ccc(NS(C)(=O)=O)cc2C(=O)N([C@@H](C)CO)C[C@@H]1C | -1.5 | -4.0
C[C@@H]1CN([C@H](C)CO)C(=O)Cc2cc(NC(=O)Nc3ccccc3)ccc2O[C@@H]1CN(C)S(C)(=O)=O | 0.1 | -2.2
C[C@H]1CN([C@@H](C)CO)C(=O)c2cc(NS(C)(=O)=O)ccc2O[C@H]1CN(C)Cc1ccc(-c2ccccc2)cc1 | -0.2 | 4.1
COc1ccc(NC(=O)Nc2ccc3c(c2)C(=O)N([C@@H](C)CO)C[C@H](C)[C@@H](CN(C)C(=O)NC2CCCCC2)O3)cc1 | 0.1 | -1.4
COCCN(C[C@@H]1N[C@@H](CO)[C@@H]1c1ccc(-c2cccnc2)cc1)C(C)=O | -1.4 | 2.2
C[C@@H]1CCCCO[C@H](CN(C)Cc2ccc(C(F)(F)F)cc2)[C@@H](C)CN([C@H](C)CO)C(=O)c2cc(NS(=O)(=O)c3ccccc3)ccc2O1 | 0.1 | 0.0
C[C@H]1CCCCO[C@H](CN(C)C(=O)Nc2ccccc2)[C@@H](C)CN([C@@H](C)CO)C(=O)c2cc(NC(=O)C3CCCCC3)ccc2O1 | 0.5 | 0.2
CCNC(=O)[C@H]1[C@H](CO)[C@H]2Cn3c(ccc(/C=C/c4ccccc4)c3=O)[C@@H]1N2C(=O)C1CCC1 | -5.6 | -0.6
C[C@H]1CCCCO[C@H](CN(C)Cc2ccc(C(F)(F)F)cc2)[C@@H](C)CN([C@@H](C)CO)C(=O)c2cc(NS(=O)(=O)c3cn(C)cn3)ccc2O1 | -0.1 | -1.0
C[C@H]1CN([C@@H](C)CO)C(=O)Cc2cc(NC(=O)CCN3CCOCC3)ccc2O[C@@H]1CN(C)C(=O)Nc1ccc(C(F)(F)F)cc1 | 0.1 | -3.2

Continuation.
SMILES | TcdB inh | Mtb BioA inh
CO[C@H]1CN(C)C(=O)c2cc(NC(=O)Nc3ccccc3)ccc2OC[C@@H](C)N(C(=O)Nc2c(C)noc2C)C[C@H]1C | -0.6 | 0.3
COc1ccc(-c2ccc([C@@H]3[C@@H](C#N)N(C(=O)C4CCC4)[C@@H]3CO)cc2)cc1 | -1.1 | -1.0
C[C@@H]1CN([C@@H](C)CO)C(=O)c2cc(C3=CCCCC3)cnc2O[C@H]1CN(C)Cc1ccccc1 | 0.1 | -0.2
CN(C)CCCNC(=O)C[C@@H]1CC[C@H]2[C@@H](COC[C@H](O)CN2Cc2cccc(Cl)c2)O1 | 0.8 | 3.5
C[C@H](CO)N1C[C@H](C)[C@@H](CN(C)Cc2ccc(C(F)(F)F)cc2)Oc2ccc(NC(=O)Cn3cnnn3)cc2CC1=O | -0.5 | 6.1
COc1ccccc1NC(=O)N[C@H]1CC[C@H](CC(=O)N[C@@H](C)c2ccccc2)O[C@@H]1CO | -0.1 | 0.5
C[C@H]1CCCCO[C@@H](CN(C)C(=O)Nc2ccc(C(F)(F)F)cc2)[C@@H](C)CN([C@@H](C)CO)C(=O)c2cc(NS(C)(=O)=O)ccc2O1 | 0.4 | -0.1
CO[C@H]1CN(C)C(=O)c2cc(NC(=O)C3CC3)ccc2OC[C@@H](C)N(Cc2cncnc2)C[C@H]1C | -0.3 | 2.1
O=C(c1cccnc1)N1C[C@H]2[C@@H](c3ccccc31)[C@H](CO)N2C(=O)C1CCOCC1 | -1.1 | -3.0
O=C(C[C@@H]1C[C@@H]2c3cc(NS(=O)(=O)c4ccc(F)cc4)ccc3O[C@@H]2[C@@H](CO)O1)NCc1ccccc1 | -0.1 | 1.4
CCCNC(=O)C[C@H]1CC[C@H]2[C@@H](COC[C@@H](O)CN2C(=O)Nc2c(C)noc2C)O1 | -1.1 | -0.5
C[C@H](CO)N1C[C@H](C)[C@H](CN(C)C(=O)C2CCCCC2)Oc2ncc(C#CCc3ccccc3)cc2C1=O | 0.0 | 0.6
CN1C(=O)c2cc(NC(=O)C3CCCC3)ccc2OC[C@H]2O[C@@H](CC(=O)NCC(F)(F)F)CC[C@@H]21 | 0.2 | -1.3
O=C(NC[C@H]1[C@@H](c2ccccc2)[C@H](CO)N1CC1CC1)c1cccnc1 | -2.1 | 1.2
O=C(C[C@H]1CC[C@H]2[C@@H](COC[C@@H](O)CN2S(=O)(=O)c2cccc(Cl)c2)O1)N1CCCCC1 | 0.0 | 0.6
C[C@H]1CCCCO[C@@H](CN(C)C(=O)Nc2ccc(F)cc2)[C@@H](C)CN([C@@H](C)CO)C(=O)c2cc(NS(=O)(=O)c3ccccc3)ccc2O1 | -0.5 | -0.8
C[C@H](NC(=O)[C@H]1[C@H](CO)[C@H]2Cn3c(cccc3=O)[C@H]2N1S(C)(=O)=O)c1ccccc1 | -0.7 | 0.2
C[C@H](CO)N1C[C@H](C)[C@@H](CN(C)Cc2ccc(-c3ccccc3)cc2)Oc2ccc(NC(=O)CCCN(C)C)cc2CC1=O | -0.2 | -2.8
C[C@H](CO)N1C[C@H](C)[C@H](CN(C)CC2CCCCC2)Oc2ccc(NC(=O)CCN3CCOCC3)cc2C1=O | -0.3 | -1.7
C[C@@H]1CN([C@@H](C)CO)C(=O)c2cccc(N(C)C)c2O[C@@H]1CN(C)Cc1ccc(-c2ccccc2)cc1 | -1.8 | 3.5
Cc1ccc(S(=O)(=O)Nc2ccc3c(c2)CC(=O)N([C@@H](C)CO)C[C@H](C)[C@H](CN(C)C(=O)Nc2cccc4ccccc24)O3)cc1 | 0.1 | -2.6
O=C(C[C@H]1CC[C@@H](NS(=O)(=O)c2ccc(F)cc2)[C@@H](CO)O1)N1CCC(Cc2ccccc2)CC1 | -0.2 | -0.7

Assay outcomes (PubChem)

Only part of the results is shown. The share of hits here may be higher or lower than overall.
